Rv3671c inh: Rv3671c (M. tuberculosis) protease inhibition | P9WHR9 | inhibition, % at 5.96 µM | 0.048% of 320,000 active; in the data active means inhibition above about 38%;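 further: extracellular domain of Rv3671c used as enzyme; 0% = enzyme with DMSO and 100% = no enzyme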
SARS 3CLpro inh: SARS-CoV 3CLpro protease inhibition. P0C6X7. 0.14% of 290,000 active. recombinant SARS-CoV 3CLpro, quenched FRET peptide cleavage. inhibition, % at 6 µM; in the data active means inhibition above about 12%
Vc quorum ag: induces V. cholerae light production without autoinducers | V. cholerae BH1578 lux reporter, luminescence, 6 h | activation, % at 18.7 µM | 0.16% of 350,000 active; in the data active means activation mostly above about 9.7%, no sharp cut-off; further: not every result past the cut was called active; inactives centre near 0; reference of the scale not given here
GDH-TPI inh: GDH-TPI coupled enzyme inhibition counter-screen. inhibition, % at 4.8 µM. 1.2% of 360,000 active. GDH-TPI coupled enzyme counterscreen, NADH absorbance. AID 588335; in the data active means inhibition above about 30%;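 further: 0% = DMSO wells and 100% = wells lacking the enzyme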
MazF activator: MazEF (E. coli) toxin RNase activation. FAM/BHQ RNA-DNA oligo cleavage fluorescence, 5 h. activation, % at 20 µM. 0.32% of 350,000 active. AID 504720; in the data active means activation above about 50%
Target sequence (P0AE70 whole entry, looked up): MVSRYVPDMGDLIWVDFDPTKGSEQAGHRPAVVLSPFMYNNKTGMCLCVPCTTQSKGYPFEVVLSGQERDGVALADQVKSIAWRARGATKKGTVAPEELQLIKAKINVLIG
Mtb FBA inh: Mtb fructose-bisphosphate aldolase inhibition; inhibition, % at 1 µM; AID 588726; P9WQA3; purified M. tuberculosis FBA, fluorescence read-out; 2.3% of 360,000 active; in the data active means inhibition above about 27%;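 further: 0% = vehicle and 100% = reference inhibitor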
Target sequence (P9WQA3 whole entry, looked up): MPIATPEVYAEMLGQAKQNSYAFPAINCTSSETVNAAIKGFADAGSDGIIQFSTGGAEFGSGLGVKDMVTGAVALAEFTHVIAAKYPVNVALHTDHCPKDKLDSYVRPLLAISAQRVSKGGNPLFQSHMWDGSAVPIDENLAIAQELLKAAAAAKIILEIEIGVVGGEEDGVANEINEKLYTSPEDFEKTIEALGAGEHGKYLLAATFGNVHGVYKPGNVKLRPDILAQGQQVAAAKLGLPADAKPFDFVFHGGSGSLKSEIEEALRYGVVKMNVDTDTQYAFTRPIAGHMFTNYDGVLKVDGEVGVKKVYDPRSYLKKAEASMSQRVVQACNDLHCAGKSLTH
UGM FP inh: inhibitors of M. tuberculosis UDP-galactopyranose mutase | 0.06% of 320,000 active | inhibition, % at 10 µM | purified UGM, fluorescence polarization probe displacement; in the data active means inhibition above about 10%, passing the limit was not always enough
Target sequence (P9WIQ1 whole entry, looked up): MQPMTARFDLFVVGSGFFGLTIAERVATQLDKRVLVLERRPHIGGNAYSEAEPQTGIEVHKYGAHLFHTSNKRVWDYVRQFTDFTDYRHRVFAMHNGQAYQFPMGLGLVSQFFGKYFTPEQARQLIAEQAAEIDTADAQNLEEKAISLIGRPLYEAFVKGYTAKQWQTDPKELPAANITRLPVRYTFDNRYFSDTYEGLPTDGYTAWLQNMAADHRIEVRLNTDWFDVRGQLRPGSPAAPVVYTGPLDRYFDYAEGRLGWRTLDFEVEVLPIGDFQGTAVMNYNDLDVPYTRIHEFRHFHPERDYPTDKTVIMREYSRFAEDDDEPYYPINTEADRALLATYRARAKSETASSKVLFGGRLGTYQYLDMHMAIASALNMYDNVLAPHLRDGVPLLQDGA
DUSP3 inh: inhibitors of human VHR1 phosphatase (DUSP3) | P51452 | recombinant VHR phosphatase, pNPP absorbance | inhibition, % at 13.3 µM | 0.52% of 290,000 active | AID 1654; in the data active means inhibition above about 50%; further: some compounds called inactive have numbers as strong as hits
Target sequence (P51452 whole entry, looked up): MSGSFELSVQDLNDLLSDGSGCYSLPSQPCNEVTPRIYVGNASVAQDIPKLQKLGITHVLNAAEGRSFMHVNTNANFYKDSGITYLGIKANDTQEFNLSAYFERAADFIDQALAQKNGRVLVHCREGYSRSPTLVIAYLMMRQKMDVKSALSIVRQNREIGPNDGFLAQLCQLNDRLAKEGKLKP
SSB-PriA inh: blocks PriA binding to SSB C-terminal tail. inhibition, % at 33 µM. AlphaScreen SSBct-PriA binding, biotinylated peptide. 0.6% of 430,000 active; in the data active means inhibition mostly above about 37%, no sharp cut-off; inactive means mostly below about 20%;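 further: plate controls were negative control peptide for no effect and reference peptide for full effect; strong numbers were not always called active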
Mtb BioA inh: BioA (M. tuberculosis) enzyme inhibition | inhibition, % at 9.99 µM | purified M. tuberculosis BioA enzyme, plate reader | 0.096% of 360,000 active; in the data active means inhibition above about 40%
* = called active by the depositor; i = inactive; nt = not tested or not shown. This is a subset (hit frequency here may not be typical).

SMILES	Rv3671c inh	SARS 3CLpro inh	Vc quorum ag	GDH-TPI inh	MazF activator	Mtb FBA inh	UGM FP inh	DUSP3 inh	SSB-PriA inh	Mtb BioA inh
CC(C)OCCCNC(=O)c1sc(=S)n(C)c1N	1.3	-2.2	-0.3	15.5	0.4	-9.7	1.9	15.3	-11.3	2.6
CC[C@@H](C)[C@H](NC(=O)Cc1c(C)c2cc3c(C)c(C)oc3c(C)c2oc1=O)C(=O)O	-11.0	3.3	0.6	6.3	6.5	1.2	-2.0	9.5	0.7	-1.2
O=C(OC1CCOC1=O)c1cc(Cl)ccc1[N+](=O)[O-] (centres undefined)	1.6	7.5	i	-2.3	10.4	0.1	-0.2	29.7	9.2	0.2
Cc1nc2ccccn2c1-c1csc(Nc2cccc(C(=O)O)c2)n1	-6.3	-0.1	1.1	1.3	-0.4	3.6	3.2	-15.2	-0.4	-0.4
COc1cccc(OC)c1C(=O)NC(=S)NCc1ccco1	-0.3	2.5	-1.9	11.7	-22.0	-1.7	0.4	4.5	-6.9	nt
COc1ccccc1NC(=O)C(=O)NNC(=O)c1ccco1	8.1	-6.7	i	25.6	3.4	2.1	2.1	17.7	-0.8	-0.9
Cc1ccc(-c2nnc(N3CCN(S(C)(=O)=O)CC3)c3ccccc23)cc1	-6.0	-0.7	-0.3	8.8	-0.9	-1.6	1.6	23.9	-0.5	8.5
CC1(Cc2ccc(Cl)cc2)C(=O)Nc2c(Cl)cccc21 (centres undefined)	nt	nt	i	2.6	nt	-1.2	nt	nt	nt	-0.8
O=C(CSc1nc(-c2ccc(Cl)cc2)[nH]c(=O)n1)Nc1cccc(Cl)c1	-8.5	1.7	-0.1	4.6	1.9	-0.3	4.6	-5.1	-10.4	0.1
CC(=O)Nc1c2c(nn1-c1ccccc1C)CSC2	1.7	-2.7	-0.5	-4.3	7.4	0.2	0.8	57.5*	1.9	-1.2
COc1ccc(NC(=O)C2CC(=O)N(c3ccccc3C)C2)c(OC)c1 (centres undefined)	11.1	-1.5	0.6	-6.6	10.4	-2.3	4.8	58.5*	-4.0	1.0
COc1ccc(NC(=O)CSc2nnc(CNc3ccc(C)cc3)n2C)cc1	-0.1	2.0	i	-1.6	-4.3	2.6	1.7	9.5	-8.5	nt
Cc1ccc(NC(=O)CSc2nc3nn(-c4ccccc4)c(=O)c-3c3n2CCCCC3)cc1F	1.9	nt	-0.3	5.7	-2.1	0.1	1.0	nt	0.8	3.4
CC(=O)N1CCC(N(C(=O)Nc2ccc(C)c(C)c2)C2CCCC2)CC1	-5.3	6.6	-0.3	12.7	-7.6	0.9	-2.5	-7.7	-4.7	1.4
O=C(Nc1ccccc1C(=O)O)c1ccc(CN2C(=O)c3ccccc3C2=O)cc1	-6.0	3.6	-0.3	-0.8	2.9	-0.4	-2.7	-10.0	-5.3	-1.4
Cc1ccccc1/C=N/Nc1ccnc2cc(Cl)ccc12	15.1	-2.1	-3.3	21.1	30.4	1.2	-2.8	7.4	nt	3.3
N#Cc1ccc(C(=O)Nc2ccn(-c3ccccc3)n2)cc1	3.8	2.2	-0.4	4.3	2.0	-1.7	3.2	-0.1	-6.2	nt
CC(=O)c1cc(C#N)c(NCCCN(C)C)nc1C	7.2	2.5	i	8.0	-9.1	0.9	-0.3	5.6	-20.2	-0.2
COC(=O)C1CCN(C(=O)/C=C/c2ccccc2)CC1	2.7	-3.6	-0.2	-12.0	-5.4	-7.0	-0.7	3.5	-2.4	nt
CC1CCCC(NC(=O)COC(=O)Cc2c[nH]c3ccccc23)C1C (centres undefined)	7.0	-1.3	i	0.0	-2.2	-0.9	-1.0	22.3	-6.4	nt
CCOC(=O)C1CC(=NO)c2ccc(OC)c(OC)c2C1 (centres undefined)	nt	nt	i	-0.9	3.6	5.3	nt	nt	nt	-1.6
Cc1ccc(C)c(NC(=O)NNC(=O)c2cc3ccccc3cc2O)c1	3.9	2.5	i	3.5	-10.8	-2.2	-3.9	6.5	3.0	-0.8
Cc1cc(C)c(S(=O)(=O)NC(C)C)c(C)c1-n1cnnn1	-21.7	1.1	i	-5.7	2.8	0.4	-2.1	25.2	-3.9	2.9
COc1ccc(NC(=O)CS(=O)(=O)c2ccc(Br)cc2)cc1	2.2	0.3	-1.2	0.7	12.2	-6.0	0.9	18.2	-1.5	-0.6
COc1cccc(CNc2nc3nc4c(c(=O)n3[nH]2)CCC4)c1	0.5	-0.2	2.1	-8.8	8.5	4.8	-0.5	27.0	-9.6	nt

Part of the list above, with values under each structure.
Every second line gives: Rv3671c inh	SARS 3CLpro inh	Vc quorum ag	GDH-TPI inh	MazF activator	Mtb FBA inh	UGM FP inh	DUSP3 inh	SSB-PriA inh	Mtb BioA inh
CC(=O)c1cc(C#N)c(NCCCN(C)C)nc1C
→ 7.2	2.5	i	8.0	-9.1	0.9	-0.3	5.6	-20.2	-0.2
COC(=O)C1CCN(C(=O)/C=C/c2ccccc2)CC1
→ 2.7	-3.6	-0.2	-12.0	-5.4	-7.0	-0.7	3.5	-2.4	nt
CC1CCCC(NC(=O)COC(=O)Cc2c[nH]c3ccccc23)C1C (centres undefined)
→ 7.0	-1.3	i	0.0	-2.2	-0.9	-1.0	22.3	-6.4	nt
CCOC(=O)C1CC(=NO)c2ccc(OC)c(OC)c2C1 (centres undefined)
→ nt	nt	i	-0.9	3.6	5.3	nt	nt	nt	-1.6
Cc1ccc(C)c(NC(=O)NNC(=O)c2cc3ccccc3cc2O)c1
→ 3.9	2.5	i	3.5	-10.8	-2.2	-3.9	6.5	3.0	-0.8
Cc1cc(C)c(S(=O)(=O)NC(C)C)c(C)c1-n1cnnn1
→ -21.7	1.1	i	-5.7	2.8	0.4	-2.1	25.2	-3.9	2.9
COc1ccc(NC(=O)CS(=O)(=O)c2ccc(Br)cc2)cc1
→ 2.2	0.3	-1.2	0.7	12.2	-6.0	0.9	18.2	-1.5	-0.6

(cont.)
SMILES	Rv3671c inh	SARS 3CLpro inh	Vc quorum ag	GDH-TPI inh	MazF activator	Mtb FBA inh	UGM FP inh	DUSP3 inh	SSB-PriA inh	Mtb BioA inh
COCc1cc(=O)[nH]c2cc(NC(=O)C(C)(C)CCl)c(C)cc12	-1.4	-1.9	-0.5	6.8	-1.9	7.0	1.3	5.4	-10.4	0.0
O=C(NC1CCCC1)C(c1ccc(Cl)cc1)N1CCN(C2CCCCC2)CC1 (centres undefined)	-3.4	2.0	-3.7	-10.4	2.1	6.5	1.4	25.3	-4.1	-1.0
O=S(=O)(c1ccc(F)cc1)N1CCC(O)(c2ccc3c(c2)OCO3)CC1	2.5	-1.6	-1.7	1.6	-0.3	4.5	-0.5	8.4	-6.7	0.2
COc1ccc2c(CC(=O)OCC(=O)NC(=O)c3cccn3C)coc2c1	6.0	-0.8	i	1.7	-2.2	3.7	0.2	30.1	5.0	-1.3
O=C(COc1cccnc1[N+](=O)[O-])NCCc1ccccc1	-1.9	1.6	i	-0.6	-6.2	2.9	-0.7	24.2	-1.8	nt
Clc1ccc(C(OCCN2CCCCC2)c2ccccc2)cc1 (centres undefined)	-4.9	nt	-3.6	-0.5	4.8	0.1	-0.6	nt	4.0	17.0
Cc1ccc(-n2c(C)cc(/C=c3/sc4nc5ccccc5n4c3=O)c2C)cc1	-0.7	2.1	nt	nt	-4.3	nt	1.4	2.4	nt	nt
COc1ccc(-c2cc(C(=O)NCC3CCCO3)c3ccccc3n2)cc1 (centres undefined)	2.3	0.7	i	8.5	-0.4	45.6*	1.7	-6.4	-1.9	nt
CC(=O)/C(C#N)=C1\NC(=O)C(Cc2ccc(F)cc2)S1 (centres undefined)	1.4	-3.0	-1.1	11.5	-2.9	-1.9	4.0	10.0	2.5	-0.3
CC(=O)NC1(c2ccc(F)cc2)CCN(C(=O)c2c(F)cccc2F)CC1	-6.6	4.8	i	-5.0	-0.5	0.1	-4.0	4.0	-6.5	1.1
CC(OC(=O)Cc1ccc(Br)cc1)C(=O)NC1CCCC1 (centres undefined)	-7.4	nt	i	13.6	3.8	4.0	-0.1	nt	-6.1	4.6
CCOc1cc(/C=N/N=C2/NC(=O)C(CC(=O)O)S2)ccc1OCc1ccc(Cl)cc1Cl (centres undefined)	-23.1	4.1	-0.2	27.9	-2.3	0.1	-0.9	nt	nt	nt
Fc1ccccc1NC(=S)N1CCCCC1	2.2	3.0	-0.4	0.0	0.3	1.9	-0.4	5.7	10.8	nt
Cc1ccc(NC(=O)N2CCOCC2)cc1NC(=O)N1CCOCC1	nt	nt	-3.1	-4.0	-0.7	0.5	nt	nt	nt	nt
CCc1sc(C(=O)Nc2cccc(-n3cnnn3)c2)cc1C	-15.5	nt	i	5.3	-0.3	-2.2	2.0	nt	5.4	-0.1
Cc1ccc(/C=N\NC(=O)CCc2n[nH]c(=O)[nH]c2=O)o1	-3.1	3.8	-0.2	-4.6	2.3	-1.7	-0.6	25.1	nt	nt
Cn1cc(C(=O)Nc2ccccn2)c(=O)c2ccccc21	nt	-5.3	i	6.9	4.7	-1.7	nt	21.0	-12.8	0.2
Cc1ccc(NC(=O)Cn2ncc(Cl)c(Cl)c2=O)cc1S(=O)(=O)N1CCCCC1	-24.1	nt	-2.1	14.0	0.4	2.3	1.3	nt	-3.6	-0.5
Cc1cc(C(=O)COC(=O)CN(C)S(=O)(=O)c2ccc(Cl)cc2)c(C)n1CC1CCCO1 (centres undefined)	-5.4	-0.7	nt	3.5	-9.9	3.4	-1.3	1.5	8.5	-0.6
CCOC(=O)C(NC(=O)c1cccc(Cl)c1)(Nc1nnc(C)s1)C(F)(F)F (centres undefined)	-1.5	4.0	i	-1.5	-4.9	-3.1	3.6	-11.3	-1.6	-0.5
CCCCOc1ccc(S(=O)(=O)NC(=O)NCc2ccc(OCCC)cc2)cc1	-5.2	0.4	-0.8	-5.7	-6.3	-0.2	-1.3	22.5	-12.0	-1.2
Cc1cc(=O)oc2c(C)c(OCC(=O)N(C)C)ccc12	5.8	-1.0	-0.7	20.4	6.3	36.9*	0.9	19.2	-17.2	1.2
CCC(CC)NC(=O)COC(=O)c1cc(SC)ccc1Cl	-0.1	2.8	-0.7	-7.6	0.8	2.5	-1.2	10.2	-7.2	nt
CCOc1cc(Cl)c(S(=O)(=O)NCCCn2ccnc2)cc1Cl	-3.9	-1.6	-0.2	4.9	-0.4	1.8	0.5	-3.8	-7.3	16.1
O=C(Nc1nnc(CSCc2ccc(Cl)cc2)s1)c1cccc([N+](=O)[O-])c1	-3.1	4.1	-0.3	4.4	-6.5	1.8	0.5	18.1	-2.2	nt
(list continues)
SMILES	Rv3671c inh	SARS 3CLpro inh	Vc quorum ag	GDH-TPI inh	MazF activator	Mtb FBA inh	UGM FP inh	DUSP3 inh	SSB-PriA inh	Mtb BioA inh
CCC1(c2ccc(F)cc2)NC(=O)N(CC(=O)NCC(=O)Nc2cccc(C)c2C)C1=O (centres undefined)	1.4	nt	i	7.9	3.8	5.6	1.1	nt	-3.9	nt
CCN1CCc2c(sc3c2c(NCc2ccco2)nc2nnnn23)C1	4.5	-0.5	-10.9	7.5	2.5	64.2*	5.3	-27.5	-5.6	4.8
CCCCOC(=O)C(NC(=O)c1ccccc1)=C(C)C	-2.0	2.7	i	-3.4	1.0	2.0	0.0	10.4	-3.3	nt
Cc1ccc(C(=O)NCCCN2CCOCC2)cc1N1CCCC1=O	4.2	1.9	nt	2.0	4.4	1.9	-0.6	0.2	-14.0	0.1
O=C(Nc1ccncc1NC(=O)c1cccc([N+](=O)[O-])c1)c1cccc([N+](=O)[O-])c1	-0.1	-2.6	-1.3	-10.7	-29.2	3.9	-1.6	41.0	-0.6	-0.3
COc1ccc(NC(C)=O)cc1S(=O)(=O)NC1CCSc2ccccc21 (centres undefined)	6.0	-3.9	0.8	-8.8	3.5	0.8	1.6	-19.2	3.7	4.1
COC(=O)c1c(C)oc2ccc(N(C(=O)c3ccncc3)S(=O)(=O)c3ccc(C)cc3C)cc12	-19.0	-2.6	i	-1.1	0.2	1.4	-2.3	4.7	-13.0	nt
O=C(N/N=C/c1ccncc1)c1cc(-c2ccc(Br)s2)[nH]n1	-74.5	-4.3	0.0	3.1	-5.7	1.8	-0.6	6.7	nt	2.3
